Screens deposited in PubChem by National Center for Advancing Translational Sciences (NCATS).
Tb PYK inh: blocks Trypanosoma brucei pyruvate kinase. AID 624173. Q57TT1. 410,000 tested, 0.12% active. TbPYK enzyme, Kinase-Glo Plus ATP luminescence, 45 min. Potency, µM (highest dose often 76.8 µM), for inactives: at the top dose activity, negative = inhibition, hits mostly inhibitors; also: potency is read from the fitted curve at half-maximal effect; nearly all actives have a fitted effect of over 50% in size
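Glycolytic pyruvate kinase of T. brucei was incubated with substrate, test compound and 130 uM ADP for 45 minutes at room temperature. Luminescent Kinase-Glo Plus signal was measured after 10 minutes.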
AmpC no deterg: AmpC beta-lactamase inhibition without detergent; P00811; AmpC nitrocefin hydrolysis, absorbance 480 nm, 0.0001% Triton; Potency, µM (doses to about 57.1 µM), inactives show at the highest dose activity change, negative = inhibition, usual class: inhibitors; 330,000 tested, 0.52% active;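 also: potency is read from the fitted curve at half-maximal effect; plate controls were no compound for no effect and no enzyme for full effect; nearly all actives have a fitted effect of over 20% in size; some results filed as inactive show a strong effect at the top dose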
Target sequence (P00811 whole entry, looked up): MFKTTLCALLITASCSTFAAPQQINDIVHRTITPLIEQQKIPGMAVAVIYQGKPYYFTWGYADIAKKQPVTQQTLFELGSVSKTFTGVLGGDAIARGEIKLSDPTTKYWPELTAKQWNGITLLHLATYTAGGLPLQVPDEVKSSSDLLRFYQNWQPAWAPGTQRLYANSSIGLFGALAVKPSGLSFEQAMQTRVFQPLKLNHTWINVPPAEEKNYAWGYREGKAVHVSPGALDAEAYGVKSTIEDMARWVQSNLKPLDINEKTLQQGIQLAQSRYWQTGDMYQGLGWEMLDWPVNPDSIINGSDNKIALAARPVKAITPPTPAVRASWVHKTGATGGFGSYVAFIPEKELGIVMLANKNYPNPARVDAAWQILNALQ
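AmpC (5.3 nM in the dispensed reagent) in 20 mM phosphate pH 7.0 with 0.01% (detergent screen) or 0.0001% Triton X-100 was preincubated with compounds for 15 min at room temperature. Nitrocefin was then added from an 800 uM solution, and hydrolysis was followed at 480 nm.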
Sm TGR block: blocks Schistosoma mansoni thioredoxin glutathione reductase; purified TGR, DTNB reduction, TNB absorbance 405 nm; Potency, µM (titrated, usually from 114 µM), for inactives: top-dose activity change, negative = inhibition, hits mostly inhibitors; 360,000 tested, 3% active; also: potency is read from the fitted curve at half-maximal effect; nearly all actives have a fitted effect of over 60% in size
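First, TGR (20 nM dispensed) and NADPH were mixed with compound. Second, a 15 min room-temperature incubation followed. Third, further NADPH and then DTNB were added to start the reaction. Finally, TNB absorbance was monitored kinetically.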
LmPK inhibitor: inhibitors of Leishmania mexicana pyruvate kinase; purified LmPK, Kinase-Glo ATP luminescence, 1 h; Potency, µM (titrated, usually from 57.5 µM), inactives show at the top dose activity change, negative = inhibition, hits mostly inhibitors; 290,000 tested, 0.37% active; also: potency is read from the fitted curve at half-maximal effect
Target sequence (Q27686 whole entry, looked up): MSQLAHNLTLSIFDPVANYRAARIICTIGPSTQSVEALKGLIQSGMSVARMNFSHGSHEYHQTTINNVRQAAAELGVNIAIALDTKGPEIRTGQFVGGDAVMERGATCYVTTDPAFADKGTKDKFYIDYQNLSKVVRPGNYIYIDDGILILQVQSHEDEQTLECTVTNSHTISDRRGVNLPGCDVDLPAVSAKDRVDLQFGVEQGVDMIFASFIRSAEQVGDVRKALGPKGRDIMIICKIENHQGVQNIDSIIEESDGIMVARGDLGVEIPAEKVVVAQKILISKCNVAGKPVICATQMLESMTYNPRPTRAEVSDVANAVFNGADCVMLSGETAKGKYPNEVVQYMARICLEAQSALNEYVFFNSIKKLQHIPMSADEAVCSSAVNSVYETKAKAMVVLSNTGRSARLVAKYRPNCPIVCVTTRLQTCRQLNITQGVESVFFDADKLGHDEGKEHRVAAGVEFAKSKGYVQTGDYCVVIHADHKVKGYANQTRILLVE
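0.1 nM LmPK, 0.5 mM PEP, 0.1 mM ADP; 50 mM imidazole pH 7.2, 7 mM MgCl2, 50 mM KCl; 1 h RT. Kinase-Glo luminescence readout, normalized to no-enzyme (full inhibition) and uninhibited wells.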
AmpC detergent: inhibitors of E. coli AmpC beta-lactamase with detergent. P00811. AmpC hydrolysis of nitrocefin, absorbance 480 nm, 0.01% Triton. Potency, µM (series often up to 114 µM), for the others: at the highest dose activity change, negative = inhibition, most hits filed as inhibitors. 370,000 tested, 0.041% active. AID 485294;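 also: potency is read from the fitted curve at half-maximal effect; 0% = no-compound wells and -100% = no-enzyme wells; nearly all actives have a fitted effect of over 25% in size; some results filed as inactive show a strong effect at the top dose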
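AmpC (5.3 nM in the dispensed reagent) in 20 mM phosphate pH 7.0 with 0.01% (detergent screen) or 0.0001% Triton X-100 was preincubated with compounds for 15 min at room temperature. Nitrocefin was then added from an 800 uM solution, and hydrolysis was followed at 480 nm.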
HCMV inh: human cytomegalovirus inhibition. activity change, negative = inhibition, % at 57.5 µM. HFF cells, HCMV-luciferase reporter, 72 h; active compounds read low. 410,000 tested, 4.5% active; in the data active = activity change below about -60%; inconclusive = no clear call, values can overlap the other calls; inactive = above about -39%
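Cell-based, HFFs, 1000 cells/well, 16 h 37C; cpds in DMSO + HCMV-luc, MOI 1 PFU/cell; 72 h 37C; OneGlo luminescence after 5 min RT; norm. to buffer vs Salinomycin 10uM.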
AMA1 RON2 block: inhibitors of Plasmodium falciparum AMA1-RON2 interaction; 360,000 tested, 0.2% active; AlphaScreen AMA1-biotinylated RON2 peptide binding; Potency, µM (top dose mostly 58.2 µM), for inactives: at the highest dose activity change, negative = inhibition, actives largely listed as inhibitors; AID 720542;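 also: potency is read from the fitted curve at half-maximal effect; 0% = vehicle wells and -100% = peptide control; nearly all actives have a fitted effect of over 45% in size; some results filed as inactive show a strong effect at the top dose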
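AMA1 (3D7) with his tag at 25 nM final met compounds first, then biotinylated RON2 peptide at 25 nM; detection used donor plus acceptor beads, 10 µg/mL apiece, read by AlphaScreen after 30 min at room temperature.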
Starred values were filed as active, the others as inactive; [ ] = another dose, or the depositor's remark. Unless noted, calls follow the shape of the dose curve; as a rule, active = well fitted curve in the direction sought with a large enough effect; inconclusive = small, poorly fitted or top-dose-only effect, or another doubt; inactive = no such curve, though single readings can be large; an effect the other way counts as inactive or inconclusive. Unless noted, % is scaled to controls: 0 for no effect and ±100 for the full control effect.

For Nn1c(SCC(=O)NCCCc2ccccc2)nnc1-c1cccnc1 the results were Tb PYK inh -5%, AmpC no deterg -12%, Sm TGR block -1%, LmPK inhibitor -1%, AmpC detergent 5%, HCMV inh 0 and AMA1 RON2 block -3%.
For C=CCN1CC[C@]23c4c5ccc(O)c4O[C@H]2/C(=N/NC(=O)c2ccccc2)CC[C@@]3(O)[C@H]1C5 the results were Tb PYK inh -21%, HCMV inh -64* and AMA1 RON2 block 88%[activator].
`CN1C(=O)S/C(=C/c2ccc(OCc3cccc(C(=O)O)c3)cc2)C1=O` gave Tb PYK inh 2%, AmpC no deterg -24%, Sm TGR block -15%, LmPK inhibitor 1%, AmpC detergent -15%, HCMV inh 58 and AMA1 RON2 block -6%.
`CCN(C[C@H]1N[C@@](Cc2ccccc2)(C(=O)OC)[C@H]2C(=O)N(Cc3ccccc3)C(=O)[C@@H]12)S(=O)(=O)c1ccc(C(C)(C)C)cc1` gave Tb PYK inh -3%, AmpC no deterg -17%, HCMV inh -13 and AMA1 RON2 block -6%.
Cc1cnc(-n2c(=S)[nH]c3ccccc3c2=O)s1 was read as Tb PYK inh -5%, AmpC no deterg -19%, Sm TGR block 1%, AmpC detergent 3%, HCMV inh 15 and AMA1 RON2 block 18%.
CCOC(=O)c1cnc(-n2nc(C)cc2C)nc1Nc1cccc(C(C)=O)c1 was read as Tb PYK inh 12%, HCMV inh -5 and AMA1 RON2 block 5%.
`O=c1c2c(nc3n1CCCCC3)-c1ccccc1CC21CCCC1` gave Tb PYK inh -5%, AmpC no deterg 41%, Sm TGR block -3%, LmPK inhibitor -2%, AmpC detergent 5%, HCMV inh 51 and AMA1 RON2 block -7%.
For CCOc1cc(C(=O)NN=C2CCCC2)cc(OCC)c1OCC the results were Tb PYK inh -7%, AmpC no deterg -22%, Sm TGR block -21%, LmPK inhibitor 0%, AmpC detergent inconclusive, HCMV inh -76* and AMA1 RON2 block 114%[activator].
For O=C(O)CSc1cc(NS(=O)(=O)c2cccc([N+](=O)[O-])c2)c2ccccc2c1O the results were Tb PYK inh inconclusive, AmpC no deterg -30%, Sm TGR block 1.8µM*, LmPK inhibitor 14µM*, AmpC detergent 0%, HCMV inh 0 and AMA1 RON2 block -13%.
For CCCC1(C(=O)OCC)NC(c2ccc(O)cc2)C2C(=O)N(c3cccc(C(C)=O)c3)C(=O)C21 (stereo not given) the results were Tb PYK inh 1%, AmpC no deterg -13%, Sm TGR block 2%, LmPK inhibitor 1%, AmpC detergent -15%, HCMV inh -5 and AMA1 RON2 block 1%.
`COc1ccc(C(CNC(=O)c2cccc([N+](=O)[O-])c2)N2CCOCC2)cc1` (stereo not given) gave Tb PYK inh -14%, Sm TGR block 0%, AmpC detergent 14% and HCMV inh 84.
CCCCCc1nnc(NC(=O)C2=COCCO2)s1 was read as Tb PYK inh -4%, AmpC no deterg 3%, Sm TGR block 1%, AmpC detergent 0%, HCMV inh 81 and AMA1 RON2 block -7%.
For COc1cccc(NC(=O)Nc2nnc(N3CCCCC3C)s2)c1 (stereo not given) the results were Tb PYK inh 3%, AmpC no deterg 19%, Sm TGR block 1%, LmPK inhibitor 2%, AmpC detergent 5%, HCMV inh -37 and AMA1 RON2 block -3%.
N#CC(C#N)=Cc1c(N2CCN(c3ccccc3)CC2)nc2ccccn2c1=O was read as Tb PYK inh 3%, AmpC no deterg -21%, Sm TGR block -21%, LmPK inhibitor 1%, AmpC detergent -13%, HCMV inh 57 and AMA1 RON2 block -18%.
CCCc1cc(=O)[nH]c(SCC(=O)N2CCCc3ccccc32)n1 was read as Tb PYK inh -4%, AmpC no deterg -19%, Sm TGR block 0%, LmPK inhibitor 7%, AmpC detergent -1%, HCMV inh 5 and AMA1 RON2 block -11%.
`c1ccc2c(c1)nc(N1CCOCC1)c1ccccc12` gave Tb PYK inh -1%, AmpC no deterg 26%, Sm TGR block 8%, LmPK inhibitor -5%, AmpC detergent 4%, HCMV inh -38 and AMA1 RON2 block 13%.
`COc1ccc(N/N=C/c2c(O)n(-c3cccc(C)c3)c(=O)[nH]c2=O)cc1` gave Tb PYK inh -14%, AmpC no deterg -31%, Sm TGR block inconclusive, LmPK inhibitor 4%, AmpC detergent -3%, HCMV inh -10 and AMA1 RON2 block 63%[activator].
Screening Cc1c(C(=O)N2CCCCC2)oc2ccccc12 returned Tb PYK inh -4%, AmpC no deterg -16%, HCMV inh 47 and AMA1 RON2 block -16%.
CC(C)c1ccc(S(=O)(=O)N2CCN(C(C)C(=O)Nc3ccccc3-c3ccccc3)CC2)cc1 (stereo not given) was read as Tb PYK inh -6%, AmpC no deterg -1%, Sm TGR block 5%, LmPK inhibitor -1%, AmpC detergent -10%, HCMV inh inconclusive and AMA1 RON2 block -3%.
For CS(=O)(=O)N(CC(=O)Nc1ccc2c(c1)OCCO2)c1ccc2c(c1)OCO2 the results were Tb PYK inh -1%, AmpC no deterg -17%, Sm TGR block -4%, LmPK inhibitor 1%, AmpC detergent -6%, HCMV inh 33 and AMA1 RON2 block -9%.

In the list so far, 3 contain an NH in an aromatic ring.
Cc1cnc(-n2c(=S)[nH]c3ccccc3c2=O)s1 was read as Tb PYK inh -5%, AmpC no deterg -19%, Sm TGR block 1%, AmpC detergent 3%, HCMV inh 15 and AMA1 RON2 block 18%.
CCCc1cc(=O)[nH]c(SCC(=O)N2CCCc3ccccc32)n1 was read as Tb PYK inh -4%, AmpC no deterg -19%, Sm TGR block 0%, LmPK inhibitor 7%, AmpC detergent -1%, HCMV inh 5 and AMA1 RON2 block -11%.
`COc1ccc(N/N=C/c2c(O)n(-c3cccc(C)c3)c(=O)[nH]c2=O)cc1` gave Tb PYK inh -14%, AmpC no deterg -31%, Sm TGR block inconclusive, LmPK inhibitor 4%, AmpC detergent -3%, HCMV inh -10 and AMA1 RON2 block 63%[activator].

The list goes on.
`O=C(CCCCCCCCC(=O)N1CCCCC1)N1CCCCC1` gave Tb PYK inh 4%, HCMV inh -11 and AMA1 RON2 block -2%.
CCCCOc1ncnc2c1[nH]c1ccc(OC)cc12 was read as Tb PYK inh 4%, AmpC no deterg -13%, Sm TGR block 20%, LmPK inhibitor -1%, AmpC detergent -2%, HCMV inh 24 and AMA1 RON2 block -8%.
For COc1cc(C(C(=O)NC2CCCC2)N(C(=O)Cc2cccs2)C2CC2)cc(OC)c1OC (stereo not given) the results were Tb PYK inh 1%, AmpC no deterg -2%[11.4 µM], Sm TGR block -1%, LmPK inhibitor 5%, AmpC detergent -10%, HCMV inh inconclusive and AMA1 RON2 block -2%.
Screening CCn1nc(C)cc1C(=O)N1CCCC(C(=O)c2cccc(OC)c2)C1 (stereo not given) returned Tb PYK inh 4%, AmpC no deterg 16%, Sm TGR block -3%, LmPK inhibitor 4%, AmpC detergent 1%, HCMV inh -40 and AMA1 RON2 block 10%.
For C=CCc1c(C)nc(SCc2ccccc2)[nH]c1=O the results were Tb PYK inh 2%, AmpC no deterg -26%, Sm TGR block -2%, LmPK inhibitor 2%, AmpC detergent -11%, HCMV inh 28 and AMA1 RON2 block 2%.
NC(=O)c1ccsc1NC(=O)COC(=O)c1ccc(Cl)cc1 was read as Tb PYK inh 8%, AmpC no deterg -25%, Sm TGR block 1%, AmpC detergent 5%, HCMV inh -14 and AMA1 RON2 block 7%.
For Cn1cc(CNC(=O)CC2C(=O)NCCN2CC(C)(C)C)cn1 (stereo not given) the results were Tb PYK inh 3%, AmpC no deterg -8%, Sm TGR block inconclusive, LmPK inhibitor 7%, AmpC detergent 3%, HCMV inh -17 and AMA1 RON2 block 10%.
`O=C(COc1ccc(/C=C2/NC(=O)NC2=O)cc1)Nc1ccc(F)cc1` gave Tb PYK inh -8%, AmpC no deterg -53%, Sm TGR block 2%, LmPK inhibitor -2%, AmpC detergent -12%, HCMV inh 6 and AMA1 RON2 block -8%.
For COc1ccc(-c2csc(NC(=O)CN3C(=O)CCC3=O)n2)cc1 the results were Tb PYK inh 1%, AmpC no deterg -17%, Sm TGR block -5%, LmPK inhibitor -1%, AmpC detergent -5%, HCMV inh 25 and AMA1 RON2 block -2%.
Screening COc1cc(C(C(=O)NC2CCCC2)N(C(=O)c2snc(C(N)=O)c2N)c2ccccc2)cc(OC)c1OC (stereo not given) returned Tb PYK inh 1%, AmpC no deterg 118%[activator], Sm TGR block 4%, LmPK inhibitor 0%, AmpC detergent 4%, HCMV inh 4 and AMA1 RON2 block 1%.
C=CCC1(/C=N/O)CCOC(C)(C)C1 (stereo not given) was read as Tb PYK inh -3%, AmpC no deterg -7%, Sm TGR block -11%, LmPK inhibitor -1%, AmpC detergent -7%, HCMV inh 21 and AMA1 RON2 block 2%.
CCO[C@H]1OC(C(=O)O)=C[C@@H](c2csc3ccccc23)[C@@H]1CCCO was read as Tb PYK inh -4%, AmpC no deterg -20%, Sm TGR block 0%, LmPK inhibitor -3%, AmpC detergent 8%, HCMV inh -19 and AMA1 RON2 block 0%.
Screening O=C(COc1ccc(Cl)cc1Br)NC(=O)NCc1ccccc1 returned Tb PYK inh 1%, AmpC no deterg -24%, Sm TGR block -6%, LmPK inhibitor 3%, AmpC detergent -15%, HCMV inh 25 and AMA1 RON2 block 17%.
O=C(NCCC1=CCCCC1)c1ccc(Cl)cc1 was read as AmpC no deterg -18%, Sm TGR block 16%, LmPK inhibitor 0% and AmpC detergent 13%.
N#CC(c1ccc(Cl)cc1)c1ncc(C(F)(F)F)cc1Cl (stereo not given) was read as Tb PYK inh -2%, AmpC no deterg -2%, Sm TGR block 8%, LmPK inhibitor -7%, AmpC detergent -12%, HCMV inh 8 and AMA1 RON2 block -9%.
CCN1N=C(c2ccccc2)Cn2c1nc1ccccc12 was read as Tb PYK inh -6%, AmpC no deterg 2%, Sm TGR block 1%, LmPK inhibitor 1%, AmpC detergent -16%, HCMV inh 9 and AMA1 RON2 block 128%[activator].
Screening CCc1ccccc1NC(=O)c1nn(-c2ccc(C)cc2)c(=O)c2c1c1ccccc1n2C returned Tb PYK inh -6%, Sm TGR block 6%, AmpC detergent 6% and HCMV inh 14.
For CCc1c(C)nc2nncn2c1NCc1ccccc1 the results were Tb PYK inh -8%, Sm TGR block -4%, AmpC detergent 2% and HCMV inh -20.
